Screening data as filed in PubChem BioAssay.
Pf growth 48h = Primary qHTS for delayed death inhibitors of the malarial parasite plastid, 48 hour incubation | AID 504832, 2011 | Potency, µM (highest dose often 28.7 µM), inactives show top-dose activity change, negative = inhibition, actives largely listed as inhibitors | actives 5.9% (n = 310,000) | P. falciparum luciferase growth in erythrocytes, 48 h; also: potency is read from the fitted curve at half-maximal effect; % is scaled to controls: 0 for no effect and ±100 for the full control effect
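Luciferase-expressing parasites in RBCs, 2% Hct / 0.1% parasitemia final; RPMI 1640 + 0.5% Albumax; 37 C, 5% CO2, one generation; luminescence read-out, lower signal = inhibition.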
HCV inh = qHTS Assay for Inhibitors of Hepatitis C Virus (HCV). Huh7.5.1 HCVcc-Cre infection, luciferase reporter, 44 h. Potency, µM (series often up to 41.8 µM), for inactives: at the top dose activity change, negative = inhibition, actives largely listed as inhibitors. actives 3.4% (n = 340,000). AID 651820, 2012; also: potency is read from the fitted curve at half-maximal effect; % is scaled to controls: 0 for no effect and ±100 for the full control effect
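1,000 cells/well; 4 h culture; + compound; + HCVcc-Cre (~0.5 moi); 44 h; luciferase substrate, RT 15 min; read 15 sec.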
LmPK inh = qHTS Assay for Inhibitors of Leishmania Mexicana Pyruvate Kinase (LmPK); Q27686; purified LmPK, Kinase-Glo ATP luminescence, 1 h; Potency, µM (titrated, usually from 57.5 µM), for the others: at the highest dose activity change, negative = inhibition, actives largely listed as inhibitors; actives 0.37% (n = 290,000); AID 1721, 2009; also: potency is read from the fitted curve at half-maximal effect; % is scaled to controls: 0 for no effect and ±100 for the full control effect
Target sequence (Q27686 whole entry, looked up): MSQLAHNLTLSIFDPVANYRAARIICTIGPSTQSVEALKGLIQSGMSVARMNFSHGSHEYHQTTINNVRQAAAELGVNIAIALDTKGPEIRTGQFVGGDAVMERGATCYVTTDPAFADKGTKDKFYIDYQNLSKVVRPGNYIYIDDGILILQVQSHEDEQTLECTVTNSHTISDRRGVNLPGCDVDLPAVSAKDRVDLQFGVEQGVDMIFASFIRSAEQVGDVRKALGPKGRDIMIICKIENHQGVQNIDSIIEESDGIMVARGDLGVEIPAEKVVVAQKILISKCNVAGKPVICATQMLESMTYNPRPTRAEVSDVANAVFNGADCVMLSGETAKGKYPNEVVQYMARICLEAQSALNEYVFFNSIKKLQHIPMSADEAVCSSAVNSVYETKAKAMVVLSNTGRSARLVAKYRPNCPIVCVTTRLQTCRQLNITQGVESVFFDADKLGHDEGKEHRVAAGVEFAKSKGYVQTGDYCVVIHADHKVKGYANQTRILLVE
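Pyruvate kinase activity monitored as ATP production (luciferase luminescence). Conditions: 0.1 nM enzyme, 0.5 mM PEP, 0.1 mM ADP, 1 h, RT; normalized against uninhibited and no-enzyme wells.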
Cycloheximide cs = Cycloheximide Counterscreen for Small Molecule Inhibitors of Shiga Toxin; cell reporter, cycloheximide protein synthesis inhibition counterscreen; max response, %; actives 12% (n = 300,000); in the data active = max response mostly above about 13%, no sharp cut-off; inactive = mostly below about 14%; also: read at 38.3 µM for the half of the compounds with a filed dose; 0% is about no effect
TbPYK inhibitor = qHTS of Trypanosoma Brucei Inhibitors; pyruvate kinase (Trypanosoma brucei), Q57TT1; TbPYK enzyme, Kinase-Glo Plus ATP luminescence, 45 min; Potency, µM (titrated, usually from 76.8 µM), for inactives: at the highest dose activity, negative = inhibition, most hits filed as inhibitors; actives 0.12% (n = 410,000); AID 624173, 2012; also: potency is read from the fitted curve at half-maximal effect; % is scaled to controls: 0 for no effect and ±100 for the full control effect; nearly all actives have a fitted effect of over 50% in size
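T. brucei PYK with substrate was exposed to pin-transferred compounds across a concentration series, then started with 130 uM ADP (final). After 45 min at room temperature, Kinase-Glo Plus luminescence was read, normalized and curve-fitted.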
Shiga toxin inh = A qHTS for Small Molecule Inhibitors of Shiga Toxin; Vero cells, Shiga toxin protein synthesis inhibition reporter; inhibition, % at 38.7 µM; actives 9.2% (n = 290,000); AID 2315, 2010; in the data active = inhibition mostly above about 28%, no sharp cut-off; inactive = mostly below about 43%; also: 0% is about no effect
Pf growth 96h = Primary qHTS for delayed death inhibitors of the malarial parasite plastid, 96 hour incubation. P. falciparum luciferase reporter growth, 96 h. actives 6.9% (n = 320,000). Potency, µM (doses to about 28.7 µM), without a hit: at the top dose activity change, negative = inhibition, most hits filed as inhibitors. AID 504834, 2011; also: potency is read from the fitted curve at half-maximal effect; % is scaled to controls: 0 for no effect and ±100 for the full control effect
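P. falciparum expressing integrated firefly luciferase, in erythrocytes at 2% hematocrit, 0.05% parasitemia, incubated with compounds 96 h at 37 C, 5% CO2. Growth inhibition read as loss of luminescence; two-generation exposure targets delayed-death apicoplast inhibitors.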
* hit, by the source's call; ? = inconclusive; / = no result given; & = joins results of further samples; ! = not confirmed by another sample; [ ] = dose if it differs, or a comment. Unless noted, calls follow the shape of the dose curve; as a rule, active = well fitted curve in the direction sought with a large enough effect; inconclusive = small, poorly fitted or top-dose-only effect, or another doubt; inactive = no such curve, though single readings can be large; an effect the other way counts as inactive or inconclusive.

SMILES	Pf growth 48h	HCV inh	LmPK inh	Cycloheximide cs	TbPYK inhibitor	Shiga toxin inh	Pf growth 96h
Cc1ccccc1C1NC(=O)c2ccccc2O1 (stereo unspecified)	3%	12%	7%	-3	-2%	-21	43%[activator]
CCC(C)(C)NC(=O)C(c1ccc(F)cc1)N(Cc1cccs1)C(=O)c1cnccn1 (stereo unspecified)	-56%	6%	10%	-1	-1%	6	?
COc1ccc2c3c([nH]c2c1)[C@H]1C[C@H]2[C@H](C[C@@H](O)[C@H](OC)[C@H]2C(=O)O)CN1CC3	-17%	-28%	/	/	5%	/	-21%
C=CCNC(=O)COC(=O)c1ccc(Cl)c(S(=O)(=O)N(Cc2ccccc2)c2ccccc2)c1	?	-1%	6%	3	-6%	21	15%
COC(=O)c1ccc(NC(=O)Nc2ccc([N+](=O)[O-])cc2)cc1	?	?	-7%	0	4%	-7	-7%
O=C(CN1CCN(C(=O)c2c(F)cccc2F)CC1)Nc1ccccc1C(F)(F)F	3%	13%	4%	8	2%	2	-8%
CCCc1nc2sc3c(c2c(=O)n1N)CCC3	-8%	6%	2%	-2	-17%	-12	36%[activator]
Cc1ccc(C(=O)Nc2ccc(S(=O)(=O)N3CCN(C)CC3)cc2)o1	-8%	9%	1%	14	4%	55	-44%
COc1ccc(C2c3ccc4ccccc4c3Oc3ncn(CCN(C)C)c(=N)c32)cc1 (stereo unspecified)	2.3µM*	2.8µM*	1%	-10	-1%	-16	?
CN(C(=O)Nc1cnc2ccccc2c1)c1ccccc1	33%[activator]	-15%	0%	34*	0%	28*	34%[activator]
Cc1nn(Cc2ccccc2)c2c1C(c1ccncc1)C(C#N)=C(N)O2 (stereo unspecified)	-17%	-16%	1%	-1	-4%	19	?
Cc1nc(C(=O)O)cc2c1[nH]c1ccccc12	-22%	22%	/	/	4%	/	0%
O=C(O)c1ccccc1C(=O)NCc1cccnc1	6%	26%	0%	2	0%	5	44%[activator]
Cc1nn(Cc2ccc(C(=O)NN)cc2)c(C)c1Cl	-3%	-12%	10%	-1	1%	2	-10%
CCNc1nc(NCC)nc(OCCOC(=O)Nc2ccccc2)n1	15%	-13%	-5%	-6	3%	-11	-1%
CCC(Cc1ccccc1)NC(=O)C1=C(C)C(=O)OC12CCC(C)CC2 (stereo unspecified)	21%	16%	9%	-4	-1%	-7	?
COc1ccc(S(=O)(=O)N2CCC(C(=O)NCc3ccncc3)CC2)cc1Cl	29%	-9%	-6%	6	-10%	-6	1.9µM*
c1ccc(CN2CCN(c3nc(-c4ccccc4)nc(-n4ccnc4)n3)CC2)cc1	3.7µM*	11µM*	3%	-3	4%	-1	-9%
Cn1c(Cc2cccs2)nnc1SCc1nc2ccccc2[nH]1	-21%	0%	-5%	-1	1%	17	9%
COc1ccc(NC(=O)C(OC(=O)c2cnc(C)cn2)c2ccccc2)cc1Cl (stereo unspecified)	19%	31%[activator]	/	/	1%	/	66%[activator]
O=c1[nH][nH]c2cc(=O)n(-c3cccc(C(F)(F)F)c3)nc12	11%	-4%	-11%	6	-10%	-3	34%[activator]
Cc1ccc(N(C(=O)c2csnn2)C(C(=O)NC(C)(C)C)c2cccnc2)cc1 (stereo unspecified)	149%[activator]	3%	-7%	5	0%	-9	?
Cc1ccc(F)cc1NC(=O)COC(=O)COc1ccc(C#N)cc1	-2%	0%	/	/	0%	/	45%[activator]
c1ccc(CCn2nnc3ccccc32)cc1	92%[activator]	-2%	-22%	50*	-12%	189*	104%[activator]

Continued (five carried over from the part before).
SMILES	Pf growth 48h	HCV inh	LmPK inh	Cycloheximide cs	TbPYK inhibitor	Shiga toxin inh	Pf growth 96h
COc1ccc(NC(=O)C(OC(=O)c2cnc(C)cn2)c2ccccc2)cc1Cl (stereo unspecified)	19%	31%[activator]	/	/	1%	/	66%[activator]
O=c1[nH][nH]c2cc(=O)n(-c3cccc(C(F)(F)F)c3)nc12	11%	-4%	-11%	6	-10%	-3	34%[activator]
Cc1ccc(N(C(=O)c2csnn2)C(C(=O)NC(C)(C)C)c2cccnc2)cc1 (stereo unspecified)	149%[activator]	3%	-7%	5	0%	-9	?
Cc1ccc(F)cc1NC(=O)COC(=O)COc1ccc(C#N)cc1	-2%	0%	/	/	0%	/	45%[activator]
c1ccc(CCn2nnc3ccccc32)cc1	92%[activator]	-2%	-22%	50*	-12%	189*	104%[activator]
COc1ccc(NC(=O)CN2CCN(S(=O)(=O)N(C)C)CC2)cc1	4%	6%	2%	-2	2%	/	37%[activator]
COC(=O)c1c(C(=O)OC)c(C)n(Cc2cccnc2)c1C	-16%	17%	3%	2	0%	-16	/
CN(C)S(=O)(=O)c1ccc(Cl)c(NC(=O)COC(=O)CN2C(=O)NC(C)(C)C2=O)c1	-6%	-5%	1%	-3	-6%	14	2%
COc1ccc(NC(=O)Nc2sc(NS(=O)(=O)c3ccccc3)nc2C)cc1	?	4%	-6%	2	-4%	1	19%
O=C(Nc1ccccc1)c1cccc(=O)o1	12%	15%	-11%	3	-5%	8	8%
O=C1CSC(=O)N1CC(O)COc1ccc(Cl)cc1 (stereo unspecified)	19%	8%	-1%	39*	2%	86*	-4%
Cc1sc2ncn(CC(=O)NCCCC(=O)N3CCC4(CC3)OCCO4)c(=O)c2c1C	13%	5%	0%	0	27%	4	?
Cc1nc(C)c(-c2csc(N)n2)s1	-12%	19%	5%	-1	-2%	-10	0.33µM*
CCOC(=O)CN(C(=O)COc1nc(-c2ccccc2)cc(C)c1C#N)c1ccc(C)cc1	13µM*	-28%	5%	-2	1%	14	5.9µM*
COc1ccccc1C(=O)Nn1c(C)nc2ccccc2c1=O	/	6%	7%	-4	5%	3	9%
Cc1cc(C(=O)COC(=O)c2ccc(O)cc2)c(C)n1Cc1ccco1	143%[activator]	6%	-1%	67*	-4%	66*	77%[activator]
Cc1c(Cl)c([N+](=O)[O-])nn1CC(=O)NCCCN1CCOCC1	24%	5%	8%	-2	2%	-6	?

Part of the list above, showing only Cycloheximide cs and HCV inh.
SMILES | Cycloheximide cs | HCV inh
Cc1nc(C)c(-c2csc(N)n2)s1 | -1 | 19%
COc1ccc(NC(=O)CN2CCN(S(=O)(=O)N(C)C)CC2)cc1 | -2 | 6%

Next part:
SMILES	Pf growth 48h	HCV inh	LmPK inh	Cycloheximide cs	TbPYK inhibitor	Shiga toxin inh	Pf growth 96h
Cc1nc(-c2ccc(F)cc2)c(CC(=O)N2CCN(S(=O)(=O)c3cccc(F)c3)CC2)s1	?	-12%	/	/	7%	/	?
c1ccc(C2CN3CCSC3=N2)cc1 (stereo unspecified)	2.7µM*!	30%	1%	-1	-4%&-2%	-8	1.9µM*!
COc1cnn(-c2ccccc2)c(=O)c1N(C)C	5%	-3%	-11%	10	4%	7	34%[activator]
O=C(CCc1ccccc1)NCCCN1CCOCC1	15%	12%	0%	14	-5%	-8	81%[activator]
COc1ccc(Cn2c(C)nc([N+](=O)[O-])c2SCC(=O)O)cc1[N+](=O)[O-]	10%	1%	6%	-1	4%	-3	-20%
COc1ccc(NC(=S)NNC(=O)c2cccnc2)cc1OC	-7%	4%	1%	3	-4%	28	21%
NS(=O)(=O)c1ccc(CNC(=O)c2ccc(Cl)cc2[N+](=O)[O-])cc1	15%	24%	1%	0	-8%	-9	5%
N#Cc1ccc(OCC(=O)Nc2ccc3[nH]c(=O)[nH]c3c2)cc1	-1%	18%	/	/	2%	/	20%
COc1ccc(NC(C)=O)cc1S(=O)(=O)Nc1ccc2c(c1)OCCO2	45%[activator]	3%	0%	24*	-3%	17	?
Cc1csc(NC(=O)c2cccn2C)n1	281%[activator]	1%	18µM*	62*	-24%	102*	317%[activator]
O=C(COC(=O)C1COc2ccccc2O1)NC1CCS(=O)(=O)C1 (stereo unspecified)	9%	-7%	2%	-4	2%	-10	-11%
CCOc1ccc(NC(=O)C/C(C)=N/NC(=O)Cc2ccc(Cl)cc2)cc1	13%	0%	-1%	-2	3%	-5	?

A draw from above in order of molecular weight, low to high:
SMILES	Pf growth 48h	HCV inh	LmPK inh	Cycloheximide cs	TbPYK inhibitor	Shiga toxin inh	Pf growth 96h
O=C(O)c1ccccc1C(=O)NCc1cccnc1	6%	26%	0%	2	0%	5	44%[activator]
O=C(CCc1ccccc1)NCCCN1CCOCC1	15%	12%	0%	14	-5%	-8	81%[activator]
Cc1nn(Cc2ccc(C(=O)NN)cc2)c(C)c1Cl	-3%	-12%	10%	-1	1%	2	-10%
COc1ccc2c3c([nH]c2c1)[C@H]1C[C@H]2[C@H](C[C@@H](O)[C@H](OC)[C@H]2C(=O)O)CN1CC3	-17%	-28%	/	/	5%	/	-21%

For convenience, 2 of the compounds above:
SMILES	Pf growth 48h	HCV inh	LmPK inh	Cycloheximide cs	TbPYK inhibitor	Shiga toxin inh	Pf growth 96h
Cc1nc(-c2ccc(F)cc2)c(CC(=O)N2CCN(S(=O)(=O)c3cccc(F)c3)CC2)s1	?	-12%	/	/	7%	/	?
c1ccc(C2CN3CCSC3=N2)cc1 (stereo unspecified)	2.7µM*!	30%	1%	-1	-4%&-2%	-8	1.9µM*!

Next results follow.
SMILES	Pf growth 48h	HCV inh	LmPK inh	Cycloheximide cs	TbPYK inhibitor	Shiga toxin inh	Pf growth 96h
O=c1[nH][nH]cc1C=Nc1ccccc1O	?	?	-4%	-5	-2%	-4	?
COc1c(F)c(F)c(C(=O)O)c(Nc2ccccc2)c1F	23%	6%	-5%	-2	-11%	-14	40%[activator]
O=C(CS(=O)(=O)Cc1ccccc1)Nc1cccnc1	-6%	3%	-1%	-3	4%	-15	?
COc1ccc(NC(=O)Nc2nnc(-c3ccccc3F)s2)cc1	5%	13%	0%	-1	1%	-4	?
CC(C)(C)C(=O)OC/C(N)=N/OC(=O)c1ccc(Cl)c(Cl)c1	?	9%	7%	20*	-1%	29	?
